CIT2-GFP yeast: alters CIT2-GFP fluorescence in TOR pathway yeast screen | AID 2029 | GFP response vs DMSO, % at 10 µM | 320,000 compounds, 0.065% hits | S. cerevisiae CIT2-GFP strain, flow cytometry, 3 h; 100 means same as DMSO wells;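 active = GFP response relative to DMSO above a set limit, near the screen mean plus 3 SD, cut at about 150% in these data; inconclusive = Fewer than 70 cells measured for a yeast strain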;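 also: ratio of well median GFP fluorescence to mean of DMSO wells on the plate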
CR mimetic SO: lowers age-related superoxide in aged yeast cells; S. cerevisiae aged cells, superoxide DHE fluorescence; hits give low values; AID 2690; 330,000 compounds, 0.18% hits; superoxide response (% of plate mean), % at 10 µM;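 active = superoxide response under a set limit, about three screen SD below normal, cut at about 65% in these data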;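 also: yeast aged for seven days with compound at 30 °C before DHE staining; 100% = average MFI of all compound-treated wells on the plate with controls excluded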
LAP4-GFP MLPCN: yeast TOR pathway LAP4-GFP modulation; S. cerevisiae LAP4-GFP multiplex, flow cytometry GFP, 3 h; median GFP as percent of DMSO wells; GFP response vs DMSO, % at 10 µM; 320,000 compounds, 0.34% hits; AID 2023;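 active = GFP response vs DMSO above a set limit, about the screen mean plus 3 SD, cut at about 150% in these data; inconclusive = under 70 cell events counted for the yeast strain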
RPL19A TOR yeast: modulators of TOR pathway RPL19A-GFP in S. cerevisiae | percent response vs DMSO, % at 10 µM | S. cerevisiae RPL19A-GFP strain, flow cytometry, 3 h; hits give low values | 330,000 compounds, 0.3% hits;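 active = percent response vs DMSO below 50%; inconclusive = fewer than 70 events counted for the yeast strain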;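 also: median channel GFP fluorescence of the barcoded RPL19A-GFP strain; ratio of sample median GFP to plate DMSO average so 100% = DMSO; lower means less RPL19A-GFP as with rapamycin TOR inhibition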
GRK2 inh: human GRK2 inhibition via aptamer displacement; bead flow cytometry, FAM-aptamer displacement from GRK2; inhibition of aptamer binding, % at 10 µM; 330,000 compounds, 0.59% hits; AID 488847;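 active = inhibition of aptamer binding above 40%, roughly 3 SD of noise, on plates passing a quality check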;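 also: median bead fluorescence of bound FAM aptamer so fluorescent compounds give negative values; no value below 0 was filed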
AGP1-GFP MLPCN: yeast TOR pathway AGP1-GFP modulation; S. cerevisiae AGP1-GFP multiplex flow cytometry, 3 h; GFP as percent of DMSO wells; 320,000 compounds, 0.02% hits; GFP response vs DMSO, % at 10 µM; AID 2066;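 active = GFP response relative to DMSO above a set limit, near screen average plus 3 SD, cut at about 150% in these data; inconclusive = fewer than 70 cells counted for the yeast strain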;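 also: median GFP channel fluorescence of the gated AGP1 strain per well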
VLA-4 inh: inhibition in a human VLA-4 binding assay; VLA-4 expressing cells, ligand binding flow cytometry; inhibition, % (about 7 µM as worked out from the volumes in the protocol); 330,000 compounds, 0.2% hits; AID 2557; in the data active = inhibition above about 50%
Target sequence (P13612 whole entry, looked up): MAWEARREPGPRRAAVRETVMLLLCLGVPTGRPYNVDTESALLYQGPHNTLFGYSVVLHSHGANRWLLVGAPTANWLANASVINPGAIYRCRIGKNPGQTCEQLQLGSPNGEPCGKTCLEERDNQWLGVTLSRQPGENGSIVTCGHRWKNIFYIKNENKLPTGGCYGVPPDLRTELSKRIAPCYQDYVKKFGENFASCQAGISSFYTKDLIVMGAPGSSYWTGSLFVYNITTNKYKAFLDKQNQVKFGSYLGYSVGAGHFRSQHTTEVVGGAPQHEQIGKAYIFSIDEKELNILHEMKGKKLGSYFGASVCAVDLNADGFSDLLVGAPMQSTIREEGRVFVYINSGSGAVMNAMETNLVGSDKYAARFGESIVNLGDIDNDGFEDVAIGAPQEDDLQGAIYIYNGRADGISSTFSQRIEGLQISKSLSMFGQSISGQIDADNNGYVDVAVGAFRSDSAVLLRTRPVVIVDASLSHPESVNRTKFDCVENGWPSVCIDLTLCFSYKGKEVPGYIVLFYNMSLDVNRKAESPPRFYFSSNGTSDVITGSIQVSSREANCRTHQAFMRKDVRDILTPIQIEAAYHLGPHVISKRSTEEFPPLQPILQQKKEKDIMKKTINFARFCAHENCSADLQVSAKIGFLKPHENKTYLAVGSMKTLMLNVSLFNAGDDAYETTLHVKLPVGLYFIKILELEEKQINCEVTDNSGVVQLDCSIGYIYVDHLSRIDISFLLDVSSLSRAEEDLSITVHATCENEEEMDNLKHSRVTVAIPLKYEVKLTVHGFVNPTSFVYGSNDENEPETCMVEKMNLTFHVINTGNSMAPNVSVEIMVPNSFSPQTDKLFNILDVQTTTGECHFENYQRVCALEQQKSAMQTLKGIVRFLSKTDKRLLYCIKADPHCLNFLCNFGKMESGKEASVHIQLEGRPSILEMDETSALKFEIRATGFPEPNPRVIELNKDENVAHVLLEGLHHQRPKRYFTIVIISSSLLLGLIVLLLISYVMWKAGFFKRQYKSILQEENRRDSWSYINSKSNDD
MEP2 TOR yeast: modulators of TOR pathway MEP2-GFP in S. cerevisiae | AID 2016 | 330,000 compounds, 0.51% hits | S. cerevisiae MEP2-GFP strain, flow cytometry GFP, 3 h; 100% = DMSO control level | GFP response vs DMSO, % at 10 µM;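 active = GFP response versus DMSO above a set limit, roughly screen mean plus 3 SD, cut at about 180% in these data; inconclusive = fewer than 70 cells counted for a yeast strain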;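 also: median GFP fluorescence of the barcode-gated MEP2-GFP cells per well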
Active calls of the source: *; ? = inconclusive; . = not tested or not shown; [ ] = dose if it differs, or a comment.

SMILES	CIT2-GFP yeast	CR mimetic SO	LAP4-GFP MLPCN	RPL19A TOR yeast	GRK2 inh	AGP1-GFP MLPCN	VLA-4 inh	MEP2 TOR yeast
CN(C)S(=O)(=O)c1cccc(NC(=O)c2ccc(Sc3nncn3C)c([N+](=O)[O-])c2)c1	105	119	96	104	0	102	6	105
CCC1=NN(C(=O)CCc2ccccc2)C(O)(C(F)(F)F)C1 (stereo unspecified)	95	92	94	97	5	102	26	98
O=C(CSc1nnc(-c2ccco2)o1)c1ccc([N+](=O)[O-])cc1	114	115	100	94	1	110	3	87
CC1CCC2(CC1)NC(=O)N(CC(=O)Nc1ccc3c(c1)CCC3)C2=O (stereo unspecified)	102	74	107	101	0	103	3	105
O=C(Cc1ccccc1[N+](=O)[O-])Nc1cccc(S(=O)(=O)NC2=NCCCCC2)c1	92	97	108	101	0	105	4	98
Cc1onc(-c2c(Cl)cccc2Cl)c1C(=O)OCC(=O)c1ccccc1	101	104	110	100	0	104	-5	97
COc1ccccc1NC(=O)Nc1nc(CC(=O)Nc2cccc(F)c2)cs1	113	104	103	107	0	112	36	107
COc1cc(-n2cnnn2)ccc1S(=O)(=O)N1CCOCC1	88	100	75	95	1	106	21	92
Cc1cc(O)c(N)c(C)c1Cl	102	92	94	96	3	103	-3	100
COc1ccc(N2CC(O)=C(c3nc(-c4ccccc4)cs3)C2=N)cc1	106	92	101	117	3	106	-1	109
Cc1nc(N2CCN(S(=O)(=O)c3ccc(F)cc3)CC2)c2c(-c3cccs3)csc2n1	99	109	106	100	2	100	7	107
O=C(/C=C\c1ccco1)Oc1cccc2cccnc12	100	85	93	104	9	95	7	100
CCSc1nc2c(c(=O)[nH]1)C(c1cccnc1)C(C(=O)OC)=C(C)N2 (stereo unspecified)	85	106	100	101	2	92	32	100
O=C(Cn1ncc2c([nH]c3ccccc32)c1=O)Nc1cccnc1	87	102	92	88	2	83	4	90
CCC(C)N1C(=S)SC(C)(C)C1N(O)C(=O)NC1CCCCC1 (stereo unspecified)	100	91	104	98	.	105	7	101

Arranged by heavy-atom count (descending): 3 of the compounds above
SMILES	CIT2-GFP yeast	CR mimetic SO	LAP4-GFP MLPCN	RPL19A TOR yeast	GRK2 inh	AGP1-GFP MLPCN	VLA-4 inh	MEP2 TOR yeast
O=C(Cn1ncc2c([nH]c3ccccc32)c1=O)Nc1cccnc1	87	102	92	88	2	83	4	90
O=C(CSc1nnc(-c2ccco2)o1)c1ccc([N+](=O)[O-])cc1	114	115	100	94	1	110	3	87
O=C(/C=C\c1ccco1)Oc1cccc2cccnc12	100	85	93	104	9	95	7	100

Continued.
SMILES	CIT2-GFP yeast	CR mimetic SO	LAP4-GFP MLPCN	RPL19A TOR yeast	GRK2 inh	AGP1-GFP MLPCN	VLA-4 inh	MEP2 TOR yeast
C=CCNc1nnc(SCC(=O)N2CCC(C(N)=O)CC2)s1	98	101	87	89	0	92	-2	93
CC(C)c1cc(C(=O)OCC(=O)NC(=O)NCc2ccco2)c(O)c(C(C)C)c1	105	86	97	114	1	100	11	103
CCOc1ccc(CN2CCSCC2)cc1	107	102	102	105	0	110	2	108
CC(OC(=O)c1nsc(Cl)c1Cl)C(=O)NC1CCCCC1 (stereo unspecified)	99	102	89	104	0	94	0	92
N[C@H]1CONC1=O	71	110	113	98	4	85	-3	99
Cc1cccc(NC(=S)NC(=O)Cc2ccccc2)c1C	96	98	97	100	2	92	1	100
CC1CCN(c2ccccc2NC(=O)c2cc3ccccc3o2)CC1	110	93	74	104	4	90	-7	93
CC(NC(=O)CN(C)S(=O)(=O)c1cccc2nsnc12)c1ccccc1 (stereo unspecified)	107	101	98	100	2	101	19	106
COC(=O)C1=C(C)NC2=C(C(=O)CCC2)C1c1ccc(-c2ccsc2C(=O)OC)o1 (stereo unspecified)	84	102	97	90	1	97	4	94
FC(F)(F)c1nc2ccccc2nc1N/N=C\c1ccccc1	101	102	98	100	1	105	13	107
CCc1ccccc1NC(=O)Nn1cnnc1	103	99	96	118	0	101	-2	101
Cc1[nH]n(-c2ccc([N+](=O)[O-])cc2)c(=O)c1C=NCCN1CCN(C(=O)c2ccc(F)cc2)CC1	98	130	111	98	1	101	2	108
Cc1ccc(C(=O)N/C(=C/c2ccccc2F)C(=O)NCCCn2ccnc2)cc1	112	69	111	107	0	112	-3	116
CC(C)OCC(O)CSc1ccccn1 (stereo unspecified)	107	91	107	.	1	111	6	102
CC(C)=CCSc1nnc([C@@H](NC(=O)OC(C)(C)C)C(C)C)o1	.	94	102	102	0	98	18	98
Cc1cc(C)n(-c2nc(C)nc3sc4c(c23)CCC(C)C4)n1 (stereo unspecified)	97	99	102	96	1	96	-9	100
CC(=O)Nc1ccc2c3c(cccc13)CC2	92	112	101	96	0	97	-12	95
O=C(/C=C/c1c(F)cccc1Cl)NCc1ccco1	100	93	116	103	0	103	2	103
COc1cc2c(cc1OC)CN(C(=S)NC(=O)c1ccccc1)CC2	91	97	90	101	0	93	-6	99
Cc1nnc(NC(=O)c2ccc(-c3cccc(C(F)(F)F)c3)o2)s1	97	103	104	101	1	97	7	100
O=C(N/N=C\c1cccc(F)c1)c1ccc(Cn2cc(Br)c([N+](=O)[O-])n2)o1	92	90	106	100	0	97	-3	104
OC1OC[C@@H](O)[C@H](O)[C@H]1O (stereo partly specified)	86	110	105	100	0	88	-3	95
O=C(C1=C(O)C(=O)N(CCN2CCOCC2)C1c1ccco1)c1cc2ccccc2o1 (stereo unspecified)	111	90	115	103	0	124	13	108
CCCc1cc(-c2n[nH]c(=S)n2CC(C)C)cs1	84	105	109	96	4	111	14	96
OCc1nc2ccccc2n1Cc1c(F)cccc1Cl	100	107	101	100	1	103	-1	98
COc1ccc2nc3n(c(=O)c2c1)-c1cc(C)ccc1C(=O)NC3Cc1ccc(O)cc1 (stereo unspecified)	94	79	84	93	4	98	-2	90
O=C1NC(=S)N/C1=C/c1cc([N+](=O)[O-])ccc1N1CCOCC1	102	103	100	103	1	104	13	100
COC(=O)c1ccc(CSc2ccc3nnc(-c4ccc(OC)c(OC)c4)n3n2)o1	93	95	92	94	0	93	6	91
Cc1ccc2nc(-c3ccccc3NC(=O)CCC(=O)O)c(=O)[nH]c2c1	103	105	101	90	0	89	0	112
Cn1nccc1NC(=O)Nc1cccc(Br)c1	93	118	101	101	0	95	14	101
CC1(C)Cc2ccccc2C(Nn2cnnc2)=N1	109	98	100	102	1	101	5	99
O=C(COc1ccc(S(=O)(=O)NCc2ccccc2)cc1Cl)N1CCOCC1	96	96	95	97	0	99	1	96
O=C(O)CCC(=O)Nc1ccc(S(=O)(=O)c2ccc(NC(=O)CCC(=O)O)cc2)cc1	105	118	102	103	3	151*	3	97
CC(=O)N1CCc2cc(Br)cc(S(=O)(=O)CCC(=O)N3CCN(c4ccccn4)CC3)c21	111	87	104	103	5	109	-5	101
O=C(N/N=C/c1ccccn1)c1cccnc1	104	107	114	103	1	109	-10	109
N#Cc1ccccc1OCCn1cncn1	96	111	87	100	0	93	7	102
CC(=O)CCc1oc2ccc([N+](=O)[O-])cc2c1-c1ccc(C)o1	96	116	114	96	24	91	20	96
CCC(=O)NCCCNc1nc2c(C)cccc2cc1C#N	109	95	100	101	2	103	-9	104
CCOC(=O)Cn1nc(-c2ccc(F)cc2)cc(Cc2ccccc2)c1=O	95	88	104	100	0	97	3	103
CCOc1ccc2nc(NS(=O)(=O)c3ccc4c(c3)n(C)c(=O)n4C)sc2c1	89	109	94	92	61*	92	14	94
O=C(O)CSc1ncccn1	90	107	102	106	0	100	-11	103
Cc1onc(-c2c(Cl)cccc2Cl)c1COC(=O)c1ccc(Cl)cc1	80	94	102	92	5	93	-2	98
CCOc1cc(/C=C2\N=C(C)OC2=O)cc(Cl)c1OCC(=O)OC	106	117	170*	103	1	96	9	96
NC12CCc3c(no[n+]3[O-])C1(O)CC(c1ccccc1)=[N+]2[O-] (stereo unspecified)	81	96	90	91	2	89	7	95
Cc1nc(-c2ccc(F)cc2)c(CC(=O)N2CCN(S(=O)(=O)c3cccc(Cl)c3)CC2)s1	78	104	104	95	1	107	2	97
CCn1c(Cc2ccc(OC)cc2)nnc1SCC(=O)NC1CCCCC1	97	102	98	103	1	101	1	101
Cc1cc(C(=O)COC(=O)/C=C/c2ccco2)c(C)n1C	94	117	91	99	3	92	-1	93
CCCS(=O)(=O)N1CCCC(C(=O)NCC(OC)OC)C1 (stereo unspecified)	108	100	98	101	5	104	16	107
COc1ccc(CCNC(=O)c2cc3c(=O)n4ccccc4nc3n(CCCN3CCOCC3)c2=N)cc1OC	?	131	97[may fluoresce violet]	54[may fluoresce violet]	0	19[may fluoresce violet]	4	141[may fluoresce violet]
Cc1cscn1	88	88	100	96	2	99	11	97
Cn1c(=O)c2c(nc(Cl)n2CCOc2ccccc2)n(C)c1=O	.	109	91	113	0	102	-9	105
CN1C(=O)NC(c2cccc([N+](=O)[O-])c2)C2=C1CC(C)(C)CC2=O (stereo unspecified)	96	103	92	98	1	93	8	102
COc1cccc2sc(Nc3nnc(-c4ccccc4Cl)o3)nc12	100	113	104	101	1	100	44	100
O=C(c1ccccn1)c1cc2ccccc2n1S(=O)(=O)c1ccccc1	88	95	103	100	4	97	4	94
Cc1ccc(CC(=O)Nc2nccs2)cc1	96	100	92	106	0	96	1	110
Fc1ccc2c(c1)C(c1ccncc1)=NNC(c1ccc(Br)cc1)=N2	?	99	71[may fluoresce red and violet]	?	1	?	11	98[may fluoresce red and violet]
O=C(O)c1cnc(-c2ccccc2)nc1Sc1ccc(Cl)cc1	99	103	100	101	35	101	-4	107
CCN(CCCNC(=O)CNC(=O)c1nn(-c2ccc(OC)cc2)c(=O)c2ccccc12)c1cccc(C)c1	102	109	97	99	1	107	5	94
Cc1ccc(N=Cc2c(O)cc(C)oc2=O)c(C)c1	99	100	100	101	1	96	-49	93
Cc1c(/N=C(\[O-])Nc2ccc(Br)cc2)sn[n+]1C	104	94	109	103	2	109	13	100
The list goes on:
SMILES	CIT2-GFP yeast	CR mimetic SO	LAP4-GFP MLPCN	RPL19A TOR yeast	GRK2 inh	AGP1-GFP MLPCN	VLA-4 inh	MEP2 TOR yeast
O=c1cc(N2CCCC2)c(-c2ccccc2)n[nH]1	104	88	99	98	1	105	-1	102
CCc1ccccc1N(CC(=O)NC(C)(C)C)C(=O)CCC(=O)Nc1ccccn1	101	97	93	103	0	102	13	106
Cc1ccc(C(=O)NC(C(=O)OCc2cn3cc(Cl)ccc3n2)C(C)C)cc1 (stereo unspecified)	81	121	88	93	0	92	17	99
Cc1cccc2c(C(=O)O)c3c(nc12)CCCCC3	112	75	110	100	3	110	20	104
Cc1cc(C(=O)O)c(S(C)(=O)=O)s1	99	101	108	101	2	103	11	102
Cn1c(C(=O)N2CCC(C(=O)N3CCN(Cc4ccc5c(c4)OCO5)CC3)CC2)cc2sccc21	104	101	99	104	0	103	19	104
COc1ccc(C(=O)NNC(=O)C2CCN(S(=O)(=O)c3ccc(C)cc3)CC2)cc1	92	93	98	102	3	102	-3	101
CCOC(=O)C1(CCOC)CCN(Cc2ccc(C3CCCCO3)s2)CC1 (stereo unspecified)	103	106	105	105	2	107	-4	108
Cc1cc(OCC(=O)N2CCC(C(=O)O)CC2)c2c(C)cc(=O)oc2c1	96	131	103	99	4	101	32	104
Clc1ccccc1-c1ccc(CN2CCN(c3ccccc3)CC2)o1	105	104	115	103	0	.	8	103
O=C(CN(CCc1ccccc1)C(=O)CNS(=O)(=O)c1ccccc1)NCc1ccco1	113	93	113	105	3	112	6	108

Assay outcomes (PubChem)
